# DYRK1A inh – inhibitors of rat Dyrk1A kinase; Q63470; 0.43% of 310,000 active; inhibition, % at 12.5 µM; ADP-Glo luminescence, NFATc1 peptide; AID 504441; in the data active means inhibition above about 50%;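 further: plate controls were vehicle with enzyme for no effect and no enzyme for full effect; many of its hits are not listed in these tables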
# KCNK3 block – human KCNK3 channel inhibition, primary screen | O14649 | CHO-KCNK3 thallium flux, FluxOR fluorescence; active compounds read low | B-score at 10 µM | 0.84% of 340,000 active;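 active means B-score under library mean minus 4 SD, starting fluorescence ratio at most library mean plus 5 SD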;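 further: more negative B-score means stronger inhibition of thallium flux through KCNK3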
# Target sequence (O14649 whole entry, looked up): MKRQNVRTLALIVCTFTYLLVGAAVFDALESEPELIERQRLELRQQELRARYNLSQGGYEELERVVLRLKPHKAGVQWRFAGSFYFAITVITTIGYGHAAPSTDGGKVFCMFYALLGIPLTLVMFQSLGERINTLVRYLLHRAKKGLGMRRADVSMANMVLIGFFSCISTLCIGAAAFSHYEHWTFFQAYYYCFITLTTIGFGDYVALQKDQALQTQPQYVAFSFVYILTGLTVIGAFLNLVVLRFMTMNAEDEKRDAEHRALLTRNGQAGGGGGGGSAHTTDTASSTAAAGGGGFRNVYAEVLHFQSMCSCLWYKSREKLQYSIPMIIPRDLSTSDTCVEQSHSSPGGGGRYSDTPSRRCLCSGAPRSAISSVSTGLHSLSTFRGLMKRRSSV
# TRPC4 potent – allosterically enhances the mouse TRPC4 cation channel | B-score at 10 µM | 0.42% of 310,000 active | HEK293 TRPC4beta/mu-opioid, DAMGO EC20, Fluo-4 Ca2+ flux; active compounds read high | AID 2227 | Q9QUQ5;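 active means B-score of calcium response area above 5 SD of library B-scores, with initial fluorescence ratio within 5 SD of library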;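 further: B-score of integrated fluorescence ratio over time as area under calcium response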
# KCNK9 inh – blocks the human KCNK9 two-pore domain potassium channel; Q9NPC2; HEK293 KCNK9, FluxOR thallium flux fluorescence; active compounds read low; B-score at 10 µM; 1.2% of 310,000 active; AID 488922;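 active means ratio B-score over 3 SD below the library mean, with starting fluorescence within 5 SD of its mean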;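 further: negative B-score means less thallium flux so channel inhibition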
# ANO1 activ – mouse TMEM16A channel activation, primary screen | Q8BHY3 | HEK293 TMEM16A/YFP-H148Q/I152L, iodide quench fluorescence; active compounds read low | B-score at 10 µM | 0.3% of 340,000 active;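 active means fluorescence-ratio B-score plate-corrected deviation score at least 3 library SD below zero, with starting fluorescence score within 5 deviations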;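 further: channel opened by trigger with iodide after compound preincubation; score built on the fluorescence ratio of max minus min over baseline; more negative score means more quench and so TMEM16A activation or potentiation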
# ANO1 block – mouse TMEM16A channel inhibition, primary screen. Q8BHY3. HEK293 TMEM16A/YFP iodide influx fluorescence, ionomycin. normalized B-score (activity score, 25-100; higher = stronger inhibition) at 10 µM. 1.2% of 310,000 active;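 active means ratio plate-corrected score three or more library SD toward inhibition, starting fluorescence score within five deviations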;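 further: score derived from kinetic fluorescence span divided by baseline fluorescence per well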
# KCNQ1 block – inhibitors of human KCNQ1 potassium channel. P51787. CHO-K1 KCNQ1, FluxOR thallium flux fluorescence; active compounds read high. B-score at 10 µM. 1.3% of 310,000 active. AID 2642;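 active means compounds whose thallium flux B-score, printed positive for inhibition, exceeds three library SD while starting fluorescence stays within three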;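 further: channel opened by potassium depolarization with thallium stimulus after 20 min compound exposure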
# Target sequence (P51787 whole entry, looked up): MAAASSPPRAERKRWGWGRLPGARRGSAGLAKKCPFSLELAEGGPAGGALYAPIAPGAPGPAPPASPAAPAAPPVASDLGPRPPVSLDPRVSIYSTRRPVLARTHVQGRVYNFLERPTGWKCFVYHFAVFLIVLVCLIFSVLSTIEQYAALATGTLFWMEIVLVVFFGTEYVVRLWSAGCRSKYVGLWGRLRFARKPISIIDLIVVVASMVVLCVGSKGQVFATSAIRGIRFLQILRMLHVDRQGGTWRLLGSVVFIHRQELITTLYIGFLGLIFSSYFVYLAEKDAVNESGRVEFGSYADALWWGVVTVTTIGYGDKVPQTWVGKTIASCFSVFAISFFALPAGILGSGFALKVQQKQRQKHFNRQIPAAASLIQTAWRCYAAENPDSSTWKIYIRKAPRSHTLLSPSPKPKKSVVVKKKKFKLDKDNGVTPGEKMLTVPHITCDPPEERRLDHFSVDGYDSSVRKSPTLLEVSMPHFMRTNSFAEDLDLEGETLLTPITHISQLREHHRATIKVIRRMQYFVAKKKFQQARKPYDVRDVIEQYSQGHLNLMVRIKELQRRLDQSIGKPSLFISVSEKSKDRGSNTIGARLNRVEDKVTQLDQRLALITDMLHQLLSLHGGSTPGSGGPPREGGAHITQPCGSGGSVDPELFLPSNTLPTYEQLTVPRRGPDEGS
# KCNQ1 pot – human KCNQ1 channel potentiation or activation; P51787; CHO-K1 KCNQ1, thallium flux FluxOR fluorescence; active compounds read high; B-score at 10 µM; 0.35% of 310,000 active; AID 2648;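 active means fluorescence ratio B-score, a plate-corrected score, at least three library SD, with initial intensity B-score within 5 SD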
#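 Assay system: CHO-K1 cells stably expressing KCNQ1; Medium: assay buffer with matched DMSO; Also added: K+/Tl+ depolarizing stimulus; Dosing: single dose; Timing: dye 90 min, compound 20 min, room temperature; Measured by: kinetic FluxOR thallium fluorescence, 10-s 1-Hz baseline, 110-s post-stimulus read; Read-out: peak-minus-minimum fluorescence over initial fluorescence, negative-control normalized, B-scored.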
# HDAC3 inh – human HDAC3 inhibition; recombinant HDAC3, fluorogenic peptide/trypsin coupled, fluorescence; inhibition, % at 8.3 µM; 0.15% of 320,000 active; in the data active means inhibition above about 26%, passing the limit was not always enough; inconclusive means no clear call, values can overlap the other calls
# hERG protect – shields human hERG channel from block by proarrhythmic agents | CHO-hERG, FluxOR thallium flux, dofetilide IC70 present | activation (rescue from dofetilide block), less the hit threshold, % at 10 µM | 0.51% of 310,000 active | AID 1511;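 active means activation above the mean of controls blocked by dofetilide plus 5 SD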;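 further: thallium influx through hERG after potassium depolarization seen as dye fluorescence rise; in these data hits start at about 4.7%; inactives centre near -7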
# TRPC4 agonist – TRPC4 (mouse) channel activation | Q9QUQ5 | HEK293 TRPC4beta/mu-opioid, Fluo4 calcium fluorescence; active compounds read high | B-score at 10 µM | 0.49% of 310,000 active | AID 2237;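 active means B-score above 5 SD of library B-scores, and initial fluorescence ratio not above library mean plus 5 SD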;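 further: positive B-score marks a calcium rise read as TRPC4 activation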
#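 Incubation: 45 min room-temperature Fluo4 loading, 110 s read / System: HEK293 cells stably co-expressing mouse TRPC4beta and mu-opioid receptor / Signal: Fluo4 fluorescence, kinetic / Control set: buffer (low) and maximal DAMGO (high) / Measure: integrated baseline-normalised fluorescence ratio, converted to per-well B score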
# Numbers without * were called inactive; i = inactive; ? = inconclusive; . = not tested or not shown.
# Every second line gives: DYRK1A inh, KCNK3 block, TRPC4 potent, KCNK9 inh, ANO1 activ, ANO1 block, KCNQ1 block, KCNQ1 pot, HDAC3 inh, hERG protect, TRPC4 agonist
- O=C(NCc1ccccc1)N1CCOc2ccccc21
  0, i, i, i, i, i, i, i, -2, -4, i
- Cc1ccc(NCc2n[nH]c(=S)n2-c2ccccc2)cc1
  3, i, i, i, i, i, i, i, 1, -4, i
- CCCCNC(=S)Nc1ccc(F)cc1
  -4, i, i, i, i, i, i, i, -7, -5, i
- Nc1ccc2nc(-c3cccc(-c4nc5ccc(N)cc5[nH]4)n3)[nH]c2c1
  -2, i, i, i, i, i, i, i, ?, -5, i
- CCN(CC)S(=O)(=O)c1ccc(-n2cnnn2)c(C)c1
  -4, i, i, i, i, i, i, i, -2, -2, i
- O=C1CC(Nc2ccc(N3CCOCC3)cc2)C(=O)N1c1ccccc1 (stereo not given)
  -2, i, i, i, i, i, i, i, 12, -8, i
- O=C(Nc1ccccc1)NC1(C(=O)NCCCN2CCOCC2)CCCCC1
  0, i, ., ., i, i, ., ., 3, ., .
- COc1ccc(CNC(=S)Nc2ccccc2)cc1Cl
  2, i, i, i, i, i, i, i, -4, -6, i
- CCc1ccc2[nH]c(C(=O)Nc3ccc(Br)c(C)n3)cc2c1
  -4, i, i, i, i, ., i, i, ., -6, i
- CCCC[C@@H](CN[C@H](C)CNC)NCC1CCC(C(C)(C)C)CC1 (stereo not given in full)
  ., ., i, i, ., i, i, i, 0, -17, i
- CC1Cc2ccccc2N1C(=O)CSc1ncccc1C(=O)O (stereo not given)
  -1, i, i, i, ., i, i, i, 5, -6, i
- Cc1csc2ncnc(N3CCN(C(=O)Nc4ccc(OC(F)(F)F)cc4)CC3)c12
  -3, -9.7*, i, i, i, 100*, i, i, 4, -20, i
- CCn1c(SCC(=O)Nc2cccc(NC(C)=O)c2)nnc1-c1ccco1
  1, i, i, i, i, i, i, i, 3, -3, i
- CCCc1nn2c(=O)cc(CSCC(=O)Nc3ccc(C)cc3)nc2s1
  3, i, i, i, i, i, i, i, 1, -4, i
- CCN(CC)CCn1c(NCc2nc3ccccc3n2Cc2ccccc2)nc2ccccc21
  10, i, i, i, i, i, i, i, 3, -18, i
- COc1ccc2nc(NC(=S)NC(=O)c3ccco3)sc2c1
  3, i, i, i, i, i, i, 25*, -3, 31*, i
- CSc1nnc2c3ccccc3n(CCc3ccccc3)c2n1
  -3, i, i, i, i, i, i, i, 9, -8, i
- Cc1cc2ccccn2c1C(=O)c1cccc(F)c1
  -5, i, i, -13*, i, i, i, i, 6, -9, i
- O=C1NC(=S)N/C1=C\c1cccc([N+](=O)[O-])c1
  6, i, i, i, i, i, i, i, -2, -9, i
- O=[N+]([O-])c1cccc(S(=O)(=O)NCCc2cccs2)c1
  -6, i, i, i, i, i, i, i, 2, -10, i
- C[C@H]1C[C@H]2[C@@H]3CCC4=CC(=O)C=C[C@]4(C)[C@@]3(Cl)[C@@H](O)C[C@]2(C)[C@@]1(O)C(=O)CO
  10, i, i, i, i, i, i, i, -4, -8, i
- CN(C(=O)C1CCN(S(=O)(=O)c2cccs2)CC1)c1ccccc1
  -4, i, i, i, i, i, i, i, 0, -11, i
- CCN(CCNC(=O)C1CCN(S(=O)(=O)c2cccc3nsnc23)CC1)c1ccccc1
  2, i, i, i, i, i, i, i, 3, -2, i
- CCC(=S)/C=C1\Sc2ccccc2N1CCCS(=O)(=O)O
  9, i, i, i, i, i, i, i, -1, -16, i
- OCCNC(=S)NCc1ccccc1
  ., i, i, i, i, i, i, i, -4, -3, i
- COc1ccccc1CNCC(c1ccccc1)c1ccccc1
  -6, i, i, i, i, i, i, i, -4, -7, i
- O=C(CN1CCOCC1)N1CCN(c2nnc(-c3ccccc3)c3ccccc23)CC1
  -1, i, i, i, i, i, i, i, 1, -6, i
- COc1ccc(-c2nc(SC(C)C(=O)Nc3ccc(NC(C)=O)cc3)n[nH]2)cc1 (stereo not given)
  7, i, i, i, i, i, i, i, 9, -16, i
- COc1ccc(OC)c(S(=O)(=O)NCc2cn3ccsc3n2)c1
  29, i, i, i, i, i, i, i, 6, -4, i
- O=C(Nc1nccs1)C1CCN(S(=O)(=O)c2c(Cl)cccc2Cl)CC1
  0, i, i, -16*, i, i, i, i, -10, -8, i

# Filtered by structure, the compounds so far containing a Cl atom (3)
# Every second line gives: DYRK1A inh, KCNK3 block, TRPC4 potent, KCNK9 inh, ANO1 activ, ANO1 block, KCNQ1 block, KCNQ1 pot, HDAC3 inh, hERG protect, TRPC4 agonist
- COc1ccc(CNC(=S)Nc2ccccc2)cc1Cl
  2, i, i, i, i, i, i, i, -4, -6, i
- C[C@H]1C[C@H]2[C@@H]3CCC4=CC(=O)C=C[C@]4(C)[C@@]3(Cl)[C@@H](O)C[C@]2(C)[C@@]1(O)C(=O)CO
  10, i, i, i, i, i, i, i, -4, -8, i
- O=C(Nc1nccs1)C1CCN(S(=O)(=O)c2c(Cl)cccc2Cl)CC1
  0, i, i, -16*, i, i, i, i, -10, -8, i

# Next section:
# Every second line gives: DYRK1A inh, KCNK3 block, TRPC4 potent, KCNK9 inh, ANO1 activ, ANO1 block, KCNQ1 block, KCNQ1 pot, HDAC3 inh, hERG protect, TRPC4 agonist
- COc1ccc(CN(C2CCCC2)S(=O)(=O)c2ccc(-n3cnnn3)cc2)cc1
  -19, i, i, i, i, i, i, i, -2, -10, i
- O=C(/C=C/c1cccc(F)c1)Nc1nccs1
  0, i, i, i, i, i, i, i, 3, -11, i
- Cc1ccc(C)c2sc(NC(=O)CN3C(=O)CCC3=O)nc12
  3, i, i, i, i, i, i, i, ., -12, i
- CC1CC(C)CN(S(=O)(=O)c2ccc(C(=O)Nc3sccc3C(N)=O)cc2)C1 (stereo not given)
  -2, i, i, i, i, i, i, i, -3, -10, i
- NC(=O)C[N+]1(CC#CC(O)(c2ccccc2)c2ccccc2)CCCC1
  4, i, i, i, i, i, i, i, 9, -11, i
- C=CCn1c(SCC(=O)N(CC)CC)nc(O)cc1=O
  1, i, i, i, i, i, i, i, 0, -7, i
- Cc1cc(C)cc(NC(=O)CSc2nnc(CNC(=O)c3cccs3)o2)c1
  0, i, i, i, i, i, i, i, 6, -6, i
- COc1ccc(N2CCN(C(CNC(=O)C(=O)NCc3cccnc3)c3ccco3)CC2)cc1 (stereo not given)
  -6, i, i, i, i, i, i, i, 2, -11, i
- COc1ccc(-n2cc(CN(C)CCO)c(-c3cccc(F)c3)n2)cc1
  -21, i, i, i, i, i, i, i, -17, -13, i
- O=C(NCCC1=CCCCC1)C1CCN(S(=O)(=O)c2cccs2)CC1
  -1, i, i, i, i, i, i, i, -2, -9, i
- COc1cc(NC(=O)Nc2ccc(C)cc2)cc([N+](=O)[O-])c1
  -8, i, i, i, i, i, i, i, 0, -11, i
- N=C1C(=O)OCC1c1ccccc1NC(=O)c1ccccc1 (stereo not given)
  -2, i, i, i, i, i, i, i, -8, -12, i
- NC(=S)Nc1ccc(Oc2ccc(NC(N)=S)cc2)cc1
  ., i, i, i, i, i, i, i, -1, 2, i
- O=C(COc1ccccc1[N+](=O)[O-])N/N=C/C=C/c1ccco1
  3, i, i, i, i, i, i, i, 10, 0, i
- Cc1ccc(NC(=O)N2CCCC2C(=O)Nc2ccc3c(c2)OCO3)cc1 (stereo not given)
  -7, i, i, i, i, i, i, i, -8, -2, i
- O=C/C(=C\Nc1ccc(S(=O)(=O)CCO)cc1)c1nc2cc(Cl)ccc2o1
  3, i, i, i, i, i, i, i, -3, -11, i
- Cc1nc(SCC(=O)NCC2CCCO2)c2oc3ccccc3c2n1 (stereo not given)
  2, i, i, i, i, i, i, i, 1, -11, i
- O=C(Nn1cnnc1)c1cc2cc(Br)ccc2oc1=O
  7, i, i, i, i, i, i, i, 3, -7, i
- Cc1ccc(NS(=O)(=O)c2cc(N)ccc2Cl)c(C)c1
  ., i, i, i, i, i, i, i, -5, -12, i
- CCCSc1nnc(Sc2nnnn2-c2ccccc2)s1
  -5, i, i, i, i, i, i, i, 2, -8, i
- O=C(OC1CCCCC1=O)c1ccc(F)c(S(=O)(=O)N2CCOCC2)c1 (stereo not given)
  -6, i, i, i, i, i, i, i, -1, -10, i
- Fc1ccc(N2CCN(Cc3cnc(Cl)s3)CC2)cc1
  -7, i, i, i, i, i, i, i, -1, -4, i
- CCn1nnc(NC(=O)c2ccc([N+](=O)[O-])o2)n1
  4, i, i, i, i, i, i, i, 5, -13, i
- Cc1cccc(-c2nc(S(=O)(=O)c3ccc(F)cc3)c(NCCCN3CCOCC3)o2)c1
  -3, i, i, i, i, i, i, i, 9, -16, i
- CCCCOc1ccc(C(=O)NN2C(=O)NC3(CCCCC3)C2=O)cc1OC
  -5, i, i, i, i, i, i, i, 5, -10, i
- COC(=O)N1CC(C)N(C(=O)OC)CC1C (stereo not given)
  11, i, i, i, i, i, i, i, -9, -1, i
- CCOC(=O)/C(=N\Nc1ccc(C(C)=O)cc1)c1csc(Nc2ccccc2)n1
  -8, i, i, i, i, i, i, i, 3, -15, i
- COc1ccc(C(=O)NCC(=O)OCCCOC(=O)CNC(=O)c2ccc(OC)c(OC)c2)cc1OC
  -5, i, i, i, i, i, i, i, -1, -11, i
- CN1CCN(S(=O)(=O)c2ccc(-c3ccccc3)cc2)CC1
  4, i, i, i, i, i, i, i, -1, -11, i
- O=C(N[C@@H](Cc1ccccc1)C(=O)NC1CC1)c1ccc(Cl)cc1
  -2, i, i, i, i, i, i, i, -2, -5, i
- CCCN(CC(=O)Nc1ccccc1C)C(=O)c1cccc(S(=O)(=O)N2CCc3ccccc3C2)c1
  -9, i, i, i, i, i, i, i, 4, -16, i
- Cc1cccc(N(C)C(=O)CN(C)S(=O)(=O)c2ccc3c(c2)c(=O)n(C)c(=O)n3C)c1
  7, i, i, i, i, i, i, i, 1, -4, i
- CCCCC(=O)N1CCCC(c2nc(-c3cccc(OC)c3)no2)C1 (stereo not given)
  -5, i, i, i, i, i, i, i, 3, -12, i
- COc1ccc(-c2nnc(C3CCN(S(=O)(=O)c4ccccc4)CC3)o2)cc1
  7, i, i, i, i, i, i, i, -6, -8, i
- COc1ccccc1N(C(=O)c1ccco1)C(C(=O)NC1CCCC1)c1ccc(N2CCOCC2)cc1 (stereo not given)
  4, i, i, i, i, i, i, i, 6, -7, i
- CCOC(=O)C(Sc1nnc(-c2ccncc2)o1)C(C)=O (stereo not given)
  2, i, i, i, i, i, i, i, 5, -2, i

# Only part of the results is shown, so the mix of outcomes need not match the whole.
